PhoP GFP inhibition – PhoP regulon inhibitors, Salmonella typhi PhoP promoter GFP reporter, confirmatory (AID 1850); Salmonella Typhi PhoP-promoter GFP reporter, fluorescence, 4 h; higher % means a stronger effect; one-dose inhibition, % at 50 µM; IC50 in µM for titrated hits; hit rate 0.33% among 310,000; in the data active = a potency from the dose series; inconclusive = inhibition mostly from about 25% at the one dose, without a potency; inactive = the rest, 99 in 100 with inhibition below about 19%;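 note: 0% = induced wells with vehicle and 100% = uninduced wells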
H1N1 NS1A inhibition – NS1A inhibition, H1N1 influenza, cell based functional assay (AID 504329). NS1A functional cell-based assay, percent inhibition; higher % means a stronger effect. one-dose inhibition, % at 12.5 µM; IC50 in µM for titrated hits. hit rate 0.3% among 340,000; in the data active = a potency from the dose series; inconclusive = inhibition above about 27% without an active follow-up result; note: strong numbers were not always called active
tuberculosis growth – growth inhibition of non-replicating M. tuberculosis (AID 488890); Mycobacterium tuberculosis non-replicating, growth inhibition; higher % means a stronger effect; inhibition, % at 25 µM, or IC50 in µM where a hit was titrated; hit rate 0.39% among 320,000; in the data active = a potency from the dose series; inconclusive = inhibition mostly from about 82% at the one dose, without a potency; inactive = the rest, 99 in 100 with inhibition below about 76%;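 note: plate controls were DMSO cells for no effect and high antibiotic wells for full effect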
VEEV TC-83 Vero – inhibitors of VEEV TC-83 cytopathic effect, confirmation, Vero cells (AID 588727). hit rate 0.13% among 350,000. Vero cells, VEEV TC-83 cytopathic effect inhibition; higher % means a stronger effect. one-dose inhibition, % at 20 µM; IC50 in µM for titrated hits; in the data active = a potency from the dose series; inconclusive = inhibition mostly from about 14% at the one dose, without a potency; inactive = the rest, 99 in 100 with inhibition below about 12%; note: strong numbers were not always called active
M. tuberculosis HTS – M. tuberculosis growth inhibition, HTS (AID 449762) | M. tuberculosis H37Rv growth inhibition, 7H9 media; higher % means a stronger effect | inhibition, % at 25 µM, or IC50 in µM where a hit was titrated | hit rate 0.59% among 330,000; in the data active = a potency from the dose series; inconclusive = inhibition above about 70% without an active follow-up result;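 note: bacterial growth assessed after seven days of incubation; strong numbers were not always called active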
VEEV TC-83 Vero 10K pilot screen – further read-out of VEEV TC-83 Vero, marked with its call; inhibition, %; measured here: 10K pilot screen inhibition
Numbers without * were called inactive; i = inactive; ? = inconclusive; . = not tested or not shown.

Sample of the layout, 2 compounds:
SMILES	PhoP GFP inhibition	H1N1 NS1A inhibition	tuberculosis growth	VEEV TC-83 Vero	M. tuberculosis HTS	others
COc1cc(-c2noc(C)c2C(=O)NCCCn2ccnc2)cc(OC)c1OC	.	-1%	19%	i	5%
O=C(c1ccccc1)c1c(O)cc(-c2ccccc2)oc1=O	-6%	2%	63%	0.4%	0%

This part in full, from the first entry:
SMILES	PhoP GFP inhibition	H1N1 NS1A inhibition	tuberculosis growth	VEEV TC-83 Vero	M. tuberculosis HTS	others
COc1cc(-c2noc(C)c2C(=O)NCCCn2ccnc2)cc(OC)c1OC	.	-1%	19%	i	5%
O=C(c1ccccc1)c1c(O)cc(-c2ccccc2)oc1=O	-6%	2%	63%	0.4%	0%
CCOc1cc(N2CCOCC2)c(OCC)cc1NC(=O)c1cc(S(=O)(=O)N2CCOCC2)ccc1C	.	7%	17%	1.7%	-4%
Clc1cccc(N2CCN(Cc3ccc(Br)o3)CC2)c1	-1%	-7%	56%	i	18%
COc1ccc(C2Nc3ccccc3C(=O)N2Cc2ccccc2)cc1 (centres undefined)	-8%	-6%	6%	3.5%	2%
CCOc1cc(NC(=O)c2cccs2)c(OCC)cc1NC(=O)c1cccnc1	-8%	-1%	13%	1.2%	-1%
COc1cccc(CN(C)C(=O)CNC(=O)c2cccs2)c1OC	1%	-5%	-5%	2.4%	-6%
CCOc1ccc(CCNC(=O)COC(=O)C2CCN(S(=O)(=O)c3ccccc3)CC2)cc1OCC	.	-4%	.	1.8%	.
COc1ccc(S(=O)(=O)N2CCOCC2)cc1NC(=O)C1CCCN1C(=O)c1cccs1 (centres undefined)	.	-10%	-21%	0.2%	-3%
CC1=NN(S(=O)(=O)c2ccc(F)cc2)C(=O)c2ccccc2O1	11%	4%	-2%	4.0%	-2%	VEEV TC-83 Vero 10K pilot screen=0.0
CCCCNCCOc1ccccc1-c1ccccc1	11%	-6%	?	i	-8%
Cc1csc(NC(=O)CSC2=NS(=O)(=O)c3ccccc3N2)n1	0%	-5%	28%	2.2%	9%
Cc1cccc(CC2CC(=O)N(c3ccc(C)cc3Br)C2=O)c1 (centres undefined)	4%	-6%	7%	i	-3%
CC(=O)N1CCN(c2ccccc2NC(=O)c2ccc(C#N)cc2F)CC1	-1%	-7%	-2%	0.6%	-5%
CC(C)CC(=O)NCCNC(=O)c1cc(OCC(F)(F)F)ccc1OCC(F)(F)F	-1%	-18%	-2%	0.3%	9%
Cn1c(-c2cccc([N+](=O)[O-])c2)cnc1NCc1cccc([N+](=O)[O-])c1	-13%	-2%	59%	7.3%	5%
COc1ccc(CNC(=O)CSc2nc3[nH]ncc3c(=O)n2-c2ccccc2Br)cc1	10%	.	29%	.	2%
O=C(Nc1nc2ccccc2[nH]1)c1cccc([N+](=O)[O-])c1	-2%	-6%	i	6.4%	?
Cc1ccccc1C(=O)c1cccn1CC(=O)NCCCN1CC(C)CC(C)C1 (centres undefined)	6%	6%	10%	i	-7%
CCN1CCc2c(OCC(=O)Nc3ccc4c(c3)OCCO4)cccc2C1=O	-2%	.	0%	.	-1%

A stretch from the list above, for reference:
SMILES	PhoP GFP inhibition	H1N1 NS1A inhibition	tuberculosis growth	VEEV TC-83 Vero	M. tuberculosis HTS	others
CCCCNCCOc1ccccc1-c1ccccc1	11%	-6%	?	i	-8%
Cc1csc(NC(=O)CSC2=NS(=O)(=O)c3ccccc3N2)n1	0%	-5%	28%	2.2%	9%

Reprinted at random: seven entries already listed
SMILES	PhoP GFP inhibition	H1N1 NS1A inhibition	tuberculosis growth	VEEV TC-83 Vero	M. tuberculosis HTS	others
O=C(Nc1nc2ccccc2[nH]1)c1cccc([N+](=O)[O-])c1	-2%	-6%	i	6.4%	?
CC(C)CC(=O)NCCNC(=O)c1cc(OCC(F)(F)F)ccc1OCC(F)(F)F	-1%	-18%	-2%	0.3%	9%
CCN1CCc2c(OCC(=O)Nc3ccc4c(c3)OCCO4)cccc2C1=O	-2%	.	0%	.	-1%
CC(=O)N1CCN(c2ccccc2NC(=O)c2ccc(C#N)cc2F)CC1	-1%	-7%	-2%	0.6%	-5%
CCCCNCCOc1ccccc1-c1ccccc1	11%	-6%	?	i	-8%
Cc1cccc(CC2CC(=O)N(c3ccc(C)cc3Br)C2=O)c1 (centres undefined)	4%	-6%	7%	i	-3%
Cn1c(-c2cccc([N+](=O)[O-])c2)cnc1NCc1cccc([N+](=O)[O-])c1	-13%	-2%	59%	7.3%	5%

(more compounds)
SMILES	PhoP GFP inhibition	H1N1 NS1A inhibition	tuberculosis growth	VEEV TC-83 Vero	M. tuberculosis HTS	others
O=C(CSc1ccncc1)Nc1ccc2ccccc2c1	1%	-1%	?	1.4%	?
Cc1[nH]c(=O)[nH]c(=O)c1/C=C/C(=O)O	17%	-15%	-5%	0.8%	-4%
CC(Nc1ccc([N+](=O)[O-])cc1[N+](=O)[O-])c1ccccc1 (centres undefined)	.	15%	.	1.4%	.
O=C(CCCn1c(=S)[nH]c2cc3c(cc2c1=O)OCO3)N1CCc2ccccc2C1	-4%	3%	3%	0.4%	-2%
NNC(=O)/C(=C\c1cccs1)NC(=O)c1ccccc1	-5%	1%	-3%	i	6%
Cc1cccc(NC(=O)Cn2nc([N+](=O)[O-])c(Br)c2C)n1	5%	-1%	-11%	4.1%	0%
COC(=O)C1=C(C)N(CCCC(=O)O)C(=O)NC1c1ccc2c(c1)OCO2 (centres undefined)	0%	-12%	-5%	i	-4%	VEEV TC-83 Vero 10K pilot screen=0.9
COc1ccc(CNC(=O)c2sc3nc4c(c(C(F)(F)F)c3c2N)CCC4)cc1OC	-2%	-3%	70%	1.5%	38%
CCCCc1cc(=O)oc2cc(OCC(=O)N(CC)CC)ccc12	-7%	-7%	4%	2.4%	-28%
CC(=O)c1sc(-c2ccccc2)nc1C	6%	-4%	2%	i	-1%
CCc1ccc(S(=O)(=O)N/N=C\c2ccc([N+](=O)[O-])o2)cc1	-4%	19%	?	2.9%	?
Cn1c(=O)n(CC(=O)O)c(=O)c2c1nc1n2CCCN1CCc1ccccc1	-2%	-3%	16%	0.3%	9%
COc1ccc(N2CCN(C(=O)C3CCC(Cn4c(=S)[nH]c5ccccc5c4=O)CC3)CC2)cc1 (centres undefined)	-4%	>100µM*	13%	i	?
CCOC(=O)C(=O)Nc1ccccc1C(=O)OC	9%	2%	-6%	1.2%	-4%
CC(=O)NC(Cc1ccc(F)c(F)c1)C(=O)NC1CCN(S(=O)(=O)c2ccc(C)cc2)CC1 (centres undefined)	.	-6%	.	i	.
COc1cccc(CNS(=O)(=O)c2ccc(S(=O)(=O)NC3CC3)cc2)c1	1%	2%	-1%	i	-2%
O=C(NCc1ccccc1)/C(=C\c1ccccc1)NC(=O)c1ccco1	0%	-2%	-9%	1.9%	4%
Cc1ccc(NC(=S)NCc2ccccc2)c(C)c1	0%	-7%	60%	i	15%
N#C/C(=C\c1c(N2CCCCCC2)nc2ccccn2c1=O)C(=O)NC1CCS(=O)(=O)C1 (centres undefined)	-1%	11%	-17%	0.6%	0%
CN1CCN(c2ccccc2NC(=O)c2ccc(-c3cccc(Cl)c3)o2)CC1	-11%	2%	?	4.6%	?
CCOc1ccc(CCNC(=O)c2ccc(CS(=O)Cc3ccc(Cl)cc3)o2)cc1OCC (centres undefined)	-4%	-7%	11%	4.3%	-5%
CCN(c1ccc(F)cc1)S(=O)(=O)c1cccc2nsnc12	-1%	-1%	0%	i	-3%
CC1CN(C(=O)c2cc(COc3c(F)cccc3F)on2)CCN1C (centres undefined)	-3%	-1%	-5%	0.6%	-20%
CCOc1ccc(NC(=O)c2cccc(NC(=O)c3ccccc3)c2)cc1	2%	-5%	8%	3.1%	6%
COc1ccc(NS(=O)(=O)c2cccc3nsnc23)cc1Cl	3%	-13%	-8%	i	-1%
COc1ccc(C2Nc3ccccc3C(=O)N2Cc2ccccc2)cc1CSc1ccccn1 (centres undefined)	-11%	-3%	1%	0.7%	3%
O=C(c1cc(COc2ccc(F)c(F)c2)on1)N1CCOCC1	-15%	13%	-3%	1.7%	0%
CCOc1cc(/C=C(/NC(C)=O)C(=O)O)cc(Cl)c1OCc1ccc(Br)cc1	6%	1%	2%	7.3%	7%
Cc1ccc(Cl)c(OCCCCN(C)Cc2ccccc2)c1	5%	-1%	31%	i	-1%	VEEV TC-83 Vero 10K pilot screen=0.0
Cn1c2cc(C#N)sc2c2cnn(Cc3ccc(F)cc3)c(=O)c21	.	-14%	10%	1.3%	-3%
CCOC(=O)c1cc(CC)sc1NC(=O)c1ccc([N+](=O)[O-])c(N2CCOCC2)c1	-8%	-8%	-10%	1.9%	6%
COc1ccc(/C=N/NC(=O)c2nn(-c3ccc(C)c(C)c3)c(=O)c3ccccc23)cc1	-3%	-96%	2%	10%	9%
O=C(C1CCCN(Cc2cc(Br)ccc2O)C1)N1CCCCC1 (centres undefined)	-3%	-20%	58%	i	2%
Cc1nn(-c2ccccc2)c(C)c1/C=C/C(=O)OC(C)C(N)=O (centres undefined)	4%	-7%	-4%	0.6%	6%
O=C(CNC(=O)c1ccc(Br)o1)Nc1ccccc1	-4%	1%	8%	0.5%	2%
COc1ccc(CNC(=O)CN2C(=O)NC(Cc3ccccc3)(c3ccccc3)C2=O)cc1OC (centres undefined)	.	-5%	24%	9.0%	-4%
O=C(Nc1nc(-c2cc(F)ccc2F)cs1)C1=COCCO1	1%	-2%	23%	5.7%	56%
CCCC(=O)c1cn(CC(=O)OC)c2ccccc12	3%	-5%	2%	0.4%	5%
CC(=O)NCCc1ccc(S(=O)(=O)N2CCN(c3nc(-c4ccccc4)c(C)s3)CC2)cc1	0%	-2%	-7%	1.2%	9%
CCN(c1ccccc1)S(=O)(=O)c1ccc(OC)c(NC(=O)C2=NN(c3ccccc3)C(=O)CC2)c1	.	1%	.	5.8%	.
COc1cc(NC(=O)c2ccnn2C)c(OC)cc1Cl	-10%	-3%	13%	1.1%	9%
CCOC(=O)C1C(=O)C=C(c2ccc([N+](=O)[O-])cc2)CC1c1ccccc1 (centres undefined)	-10%	6%	77%	4.9%	0%
O=C(COc1ncnc2ccccc12)NCc1ccc2c(c1)OCO2	4%	-23%	-2%	0.1%	-3%
CCc1nnc(NC(=O)CSc2nnc(-c3ccccc3O)n2-c2ccc(C)cc2C)s1	2%	6%	46%	8.3%	-2%
COc1ccc(NC(=O)Cn2c(-c3ccccc3)cn(-c3ccc(C)cc3)c2=O)cc1	0%	6%	3%	6.8%	3%
CC(C)(C)c1ccc(NC(=O)NCc2ccco2)cc1	26%	0%	59%	0.3%	-6%
CC(C)(CC(=O)O)CC(=O)Nc1cc(C(F)(F)F)cc(C(F)(F)F)c1	-15%	7%	10%	i	-13%
COc1ccc(NC(=O)CSc2nnc(C3CCCCC3)n2N)cc1	0%	0%	4%	2.0%	4%
CN(CC(=O)Nc1ccc(F)cc1)C(=O)COC(=O)/C=C/c1ccccc1[N+](=O)[O-]	.	7%	3%	5.3%	-1%
COc1ccccc1NS(=O)(=O)c1cc(C(=O)NCCC(C)C)ccc1F	-3%	2%	26%	2.1%	17%

Reprinted from the part before: 4 compounds; new compounds follow.
SMILES	PhoP GFP inhibition	H1N1 NS1A inhibition	tuberculosis growth	VEEV TC-83 Vero	M. tuberculosis HTS	others
CC(C)(CC(=O)O)CC(=O)Nc1cc(C(F)(F)F)cc(C(F)(F)F)c1	-15%	7%	10%	i	-13%
COc1ccc(NC(=O)CSc2nnc(C3CCCCC3)n2N)cc1	0%	0%	4%	2.0%	4%
CN(CC(=O)Nc1ccc(F)cc1)C(=O)COC(=O)/C=C/c1ccccc1[N+](=O)[O-]	.	7%	3%	5.3%	-1%
COc1ccccc1NS(=O)(=O)c1cc(C(=O)NCCC(C)C)ccc1F	-3%	2%	26%	2.1%	17%
Cc1[nH]nc2nc(SCC(=O)NCCC3=CCCCC3)n(-c3ccc(Br)cc3)c(=N)c12	4%	-3%	-18%	2.5%	3%
CC1=C(C)CC(C(=O)NNC(=O)c2cccc(Cl)c2)C(C(=O)O)C1 (centres undefined)	-3%	-3%	1%	i	-1%
O=C(NNC(=O)c1cc(Cl)ccc1O)c1cccc(S(=O)(=O)N2CCOCC2)c1	-8%	-7%	9%	3.6%	4%
CCOCCCNC(=S)N1CCN(Cc2ccco2)CC1	4%	3%	-21%	0.8%	-2%
O=C(CCSCCc1ccccn1)Nc1cc(F)ccc1F	1%	-11%	69%	0.4%	5%
COc1cc(C(=O)NCCCCc2ccccc2)cc(OC)c1OC	-1%	-2%	-10%	i	1%
COc1ccc(-n2c(C)cc(C(=O)Cn3nnc4ccccc4c3=O)c2C)cc1	7%	3%	9%	1.4%	4%
CC(=O)NCCc1cnc[nH]1	5%	-7%	-9%	0.3%	-14%

From PubChem
